# SSB-PriA inh: inhibitors of Klebsiella pneumoniae PriA binding to SSB C-terminal tail, primary screen, biochemical, AlphaScreen | PriA–SSB C-terminal tail interaction (Klebsiella pneumoniae) | AlphaScreen SSBct-PriA binding, biotinylated peptide | inhibition, % at 33 µM | 430,000 compounds, 0.6% hits | AID 1272365, 2023; in the data active = inhibition mostly above about 37%, no sharp cut-off; inactive = mostly below about 20%;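 note: plate controls were negative control peptide for no effect and reference peptide for full effect; strong numbers were not always called active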
# An asterisk follows results filed as active; & = joins results of further samples. An excerpt (hit frequency here may not be typical).
SMILES,SSB-PriA inh
COC(=O)c1ccc(-c2csc(NC(=O)/C=C/c3ccc4c(c3)OCO4)n2)cc1,3
CS(=O)(=O)N1CCN(C(=O)NCC2(O)Cc3ccccc3C2)C1=O,-4
Cn1cc(C(=O)Nc2ccn3nccc3c2)nn1,-22
CCCc1nnsc1C(=O)OC1CN(c2nc3c(C(F)(F)F)cccc3s2)C1,-23
C=CCNC(=O)c1nnc2n(c1=O)CCN2c1ccc(F)cc1,-2
CCc1ccccc1NC(=NS(=O)(=O)c1ccccc1)C(F)(F)F,-3
Cc1cc(C(=O)Nc2nc(-c3ccccc3)cs2)n(C)n1,-7
Cc1ccc(NC(=O)CSc2nnc(NC(=O)c3ccco3)s2)c(C)c1,5
O=C(c1ccccc1)N1CCCc2ccc(NS(=O)(=O)CCc3ccccc3)cc21,-13
COc1cc(Cl)c(C)cc1NC(=O)Cn1cnc2c(sc3cccc(F)c32)c1=O,2
CC(C)CCN1C(=O)C(C)(C)COc2ccc(NC(=O)COc3ccc(Cl)cc3)cc21,17
O=C(CSC1=NS(=O)(=O)c2ccccc2N1)NCc1ccco1,-3
N#C/C(=C\c1ccc(-c2ccc([N+](=O)[O-])cc2)o1)C(=O)NCc1ccco1,-1
O=C(NN=Cc1cccnc1)c1ccc(NC(=O)c2ccc(Cl)cc2)cc1,-4
Cc1ccc(NC(=O)Nc2nc(C)c(C(=O)NCCc3ccc(Cl)cc3)s2)cc1,-5
Cc1cc(NC(=O)NCCCSc2nc3ccccc3o2)no1,5
CC(=O)N1CCC(Cn2cnc3cc(C)c(C)cc32)CC1,1
CCOC(=O)N1CCN(C(c2ccncc2)c2c(O)cc(C)n(CCOC)c2=O)CC1 (configuration not stated),-4
COc1ccc2nc(-c3ccc(OC)c(NC(=O)c4cccc(Cl)c4)c3)cn2n1,-12
O=c1c2ccccc2nc(-c2ccccc2)n1C1CCS(=O)(=O)C1 (configuration not stated),-14&-7
COc1cc(C=NNC(=O)c2ccc(NS(=O)(=O)c3cccs3)cc2)cc(OC)c1O,0
CSc1ccccc1-c1nnc(NC(=O)C2CCCCC2)o1,-14
Cc1csc2ncc(C(=O)Nc3cccc(Br)c3)c(=O)n12,-15
CCc1cnc2c(c1SCc1cccc([N+](=O)[O-])c1)c(=O)n(C)c(=O)n2C,16
CCOc1cccc(C(O)=C2C(=O)C(=O)N(CCOC)C2c2ccc(C)o2)c1 (configuration not stated),0
COC(=O)c1ccc(C(=O)Nc2nc3c(Br)cccc3s2)cc1,-9
CS(=O)(=O)c1ccc(C(=O)Nc2ccccc2Oc2ccccc2)cc1,0
Cc1ccc(Nc2ccc(NC(=O)C(C)(C)Oc3ccc(Cl)cc3)cc2)nn1,-8
CC(C)N(CC(O)COCC1COc2ccccc2O1)C(C)C (configuration not stated),-10
COc1ccc2c(C)nc(NC(N)=NS(=O)(=O)c3ccc(C)cc3)nc2c1,-10
CN(C)c1cccc(C(=O)N2CCC(n3ccnn3)C2)c1 (configuration not stated),0
Cc1noc(C)c1Cn1cc(-c2nc(-c3ccsc3)no2)ccc1=O,-11
CC1CN(c2ncnc3c2cnn3-c2cccc(Cl)c2)CC(C)O1 (configuration not stated),-23
CC(=NNC(=O)CNC(=O)c1ccccn1)c1ccccc1,-1
Cc1cn2c(=O)c(C(=O)Nc3ccc4c(c3)OCCO4)cnc2s1,3
CCCCc1ccc(NC(=O)CSc2nccn2-c2ccc(OCC)cc2)cc1,7
CC1CNc2ccccc2NC1=O (configuration not stated),12
COc1ccccc1OCC(=O)N(Cc1ccccn1)c1nc2c(OC)ccc(C)c2s1,-1
O=c1[nH]c2ccccc2c2nc(-c3ccccc3)nn12,2
Cc1nnc2ccc(OCCNC(=O)Nc3ccc(F)cc3F)nn12,0
Cc1ccc2nc3c(ccc4c(-c5ccccc5)[nH][nH]c43)c2c1,-6
CCN1CCc2ncnc(SCC(=O)Nc3cccc(C(F)(F)F)c3)c2C1,-1
CN1CCN(C(CNC(=O)C(=O)Nc2ccc([N+](=O)[O-])cc2)c2ccc(F)cc2)CC1 (configuration not stated),3
COc1cccc(C(=O)NCC2CCN(Cc3ccco3)CC2)c1,-6
C=CCn1c(CCCNC(=O)Cc2ccccc2)nc2ccccc21,-17
O=c1cc(Cc2nnc(SCc3cccc(C(F)(F)F)c3)n2-c2ccc(Cl)cc2)[nH]c(=O)[nH]1,0
Cc1c(C(=O)OCc2ccc(Cl)cc2)nnn1-c1ccc(Br)cc1,6
CC1(C)CC(=O)c2c(nc(SCC(N)=O)c(C#N)c2-c2ccccc2)C1,-13
COc1ccc(C)cc1NC(=S)NCCc1cc2cc(C)c(C)cc2[nH]c1=O,6
COc1ccc(Cl)cc1NC(=O)c1cc(=O)c(OC)co1,-10
COc1ccc2sc(N(CCN(C)C)C(=O)c3ccc(C)cc3C)nc2c1,18
Cc1ccccc1-n1c(=S)sc2c(=O)[nH]c(SCC(=O)NC3CCCC3)nc21,-11
O=C(CCCS(=O)(=O)c1ccc(F)cc1)N(C[C@H]1CCCO1)c1nc2ccc(Cl)cc2s1,-9
CCOC(=O)Nc1ccc(C)c(N2CCCC2=O)c1,6
O=C(CCc1csc(NC(=O)NC2CCCCC2)n1)Nc1nccs1,9
O=C1NCCN1C(=O)N1CC(Oc2nccs2)C1,-20
O=C(Nc1cccc(Cl)c1)c1cc([N+](=O)[O-])cc([N+](=O)[O-])c1,-9
Cc1ncc(CO)c(C=NNC(=S)Nc2cccc(Cl)c2)c1O,5
Nc1nnc2sc3ccccc3n12,-20
CCOc1ccc(C=NNC(=O)c2cc(-c3ccccc3)nc3ccccc23)cc1O,-4

# The last four compounds of the section above lead into the next:
SMILES,SSB-PriA inh
O=C(Nc1cccc(Cl)c1)c1cc([N+](=O)[O-])cc([N+](=O)[O-])c1,-9
Cc1ncc(CO)c(C=NNC(=S)Nc2cccc(Cl)c2)c1O,5
Nc1nnc2sc3ccccc3n12,-20
CCOc1ccc(C=NNC(=O)c2cc(-c3ccccc3)nc3ccccc23)cc1O,-4
Cc1ccc(-n2c(=S)sc3c(=O)[nH]c(SCC(=O)NC4CCCCC4)nc32)cc1,-7
O=C(NCCN1CCN(c2ccccc2)CC1)C(=O)Nc1ccc(C(F)(F)F)cc1,1
CC(C)Sc1ccc(CC(=O)NCC2CCN(C(=O)c3ccncc3)CC2)cc1,-18
CCOC(=O)N1CCN(S(=O)(=O)c2cccc(S(C)(=O)=O)c2)CC1,-12
O=C(CNC(=O)C(c1ccccc1)c1ccccc1)NN=Cc1ccc2c(c1)OCO2,-20
Cc1ccc(-c2n[nH]c(=S)n2N=Cc2cccs2)cc1,15
O=C(Nc1nc2c(s1)CN(Cc1ccccc1)CC2)C(c1ccccc1)c1ccccc1,-10
COC(CNC(=O)C(=O)NC(C)c1ccccc1)c1ccccc1C (configuration not stated),-5
COc1cccc(-n2c(=S)sc3c(=O)[nH]c(SCC(=O)NCCC4=CCCCC4)nc32)c1,1
CCOc1ccccc1OCC(=O)Nc1c(C)cc(C)cc1C,-9&-1
CN(C)c1ccc(C2=CC=CC(=C3C=CC(=[N+](C)C)C=C3)O2)cc1,24
CC(=O)N1CCN(C(=O)Cn2cc(S(=O)(=O)c3ccc(C)cc3)c3ccccc32)CC1,-9
N#Cc1nccnc1OC1CCC(NC(=O)c2nc3ccccc3s2)CC1 (configuration not stated),-17
CCS(=O)(=O)Nc1ccc(C2=NN(S(=O)(=O)c3ccccc3)C(c3cccs3)C2)cc1 (configuration not stated),4
CN(C)c1ccc(CCCNC(=O)COc2ccc(F)cc2)cc1,4
Oc1ccc(Br)cc1C=NNC(=S)NCCc1ccccc1,10
O=C(c1cnn(-c2ccccc2)n1)N1CCC(Cn2c(C(F)(F)F)nc3ccccc32)CC1,-13
COc1ccccc1-n1c(C[C@H]2CCCN(C(=O)c3ccco3)C2)n[nH]c1=O,0
O=C(c1ccccc1C(F)(F)F)N1CCN(Cc2nc(-c3ccco3)cs2)CC1,7
O=C(Cc1cc(=O)[nH]c(SCc2ccc(F)cc2)n1)NCCc1ccc(F)cc1,-11
COc1cc(OC)c(NC(=O)N2CCN(c3cnnc(N4CCCC4)c3)CC2)cc1Cl,1
Cc1ccc2c(CC(=O)NCc3ccco3)cc(=O)oc2c1,-5
NC(=O)c1cc(-c2ccccc2)sc1NC(=O)c1ccc2c(c1)OCO2,-27
COc1ccccc1N1C(=O)N(Cc2cccc(C)c2)c2ccccc2S1(=O)=O,-11
CC(=O)NCCNS(=O)(=O)c1cccc2nsnc12,11
Cc1cc(C(F)(F)F)nc(CCNC(=O)C2(c3ccc(Cl)cc3)CCCC2)n1,-20
COc1cc(OC)cc(C(=O)NN=Cc2ccoc2)c1,-13
O=C(COc1cc(Cl)c(Cl)cc1Cl)Nc1nc(-c2ccncc2)cs1,-18
Cc1cc(-c2ccc(NC(=O)c3ccc(S(=O)(=O)N(C)c4ccccc4)cc3)c(C)c2)ccc1NC(=O)c1ccc(S(=O)(=O)N(C)c2ccccc2)cc1,4
O=C(NCCn1ncc2c(NCCc3ccccc3)ncnc21)c1ccc(F)cc1F,-2
COC(=O)c1ccc(S(=O)(=O)N2CCNCC2)cc1,5
COC(=O)c1sccc1NC(=O)CSc1nccn2nc(-c3ccc(OC)cc3)cc12,3
O=C1c2cc(NS(=O)(=O)c3ccc4c(c3)CCO4)ccc2OCC[C@@H]2CCCCN12,12
CCOC(=O)CNC(=O)CN1CCN(Cc2nc3ccccc3n2Cc2ccccc2)CC1,6
Cc1ccccc1C(=O)Nc1ccc2oc(-c3ccccc3F)cc(=O)c2c1,9
N#Cc1c(SCC(=O)c2ccc(Cl)cc2)nc2c(c1C1CC=CCC1)CCC2 (configuration not stated),-25
COc1ccc(S(=O)(=O)NCCOc2ccc3nnc(-c4ccccc4)n3n2)cc1,-4
Cc1nc(SCC(=O)Nc2ccc(Cl)c(C(F)(F)F)c2)c2c3c(sc2n1)CCCC3,-9
CCOCCCn1c(SCC(=O)Nc2oncc2-c2ccc(Cl)cc2)nc2ccccc2c1=O,8
O=C(NN=Cc1ccc(Br)o1)c1ccc2c(c1)OCCO2,10

# Reprinted from the part before: five entries, then new ones.
SMILES,SSB-PriA inh
N#Cc1c(SCC(=O)c2ccc(Cl)cc2)nc2c(c1C1CC=CCC1)CCC2 (configuration not stated),-25
COc1ccc(S(=O)(=O)NCCOc2ccc3nnc(-c4ccccc4)n3n2)cc1,-4
Cc1nc(SCC(=O)Nc2ccc(Cl)c(C(F)(F)F)c2)c2c3c(sc2n1)CCCC3,-9
CCOCCCn1c(SCC(=O)Nc2oncc2-c2ccc(Cl)cc2)nc2ccccc2c1=O,8
O=C(NN=Cc1ccc(Br)o1)c1ccc2c(c1)OCCO2,10
COc1cc2oc(=O)c(CC(=O)N3C[C@H]4C[C@H](C3)c3cccc(=O)n3C4)c(C)c2cc1Cl,5
COc1cccc(C(=O)Nc2nc3c(s2)C[C@@H](C)CC3)c1OC,-18
COc1ccc(Cl)c2sc(N3CCN(C(=O)C4CCCCC4)CC3)nc12,-2
CCS(=O)(=O)Nc1ccc2c(c1)N(C(=O)C1CC1)CC2,-2
Cn1cnnc1S(=O)(=O)C1CCN(C(=O)CNC(=O)OCc2ccccc2)CC1,-10
O=C(c1ccco1)N1CCc2ccc(NS(=O)(=O)CCc3ccccc3)cc2C1,9
Cc1nccn1-c1ncc(NC(=O)c2cccs2)cn1,2
CCOC(=O)C1CCN(S(=O)(=O)CCCOc2ccc3c(c2)OCO3)CC1,-18&-2
CCOc1ccc(-c2cc3c(=O)n(CC(=O)Nc4ccc5c(c4)OCO5)ncn3n2)cc1,-8
COc1ccccc1N1CCN(c2nccnc2SCC(=O)NCc2ccccc2Cl)CC1,3
Cc1[nH]c2ccccc2c1C=NNC(=O)c1cccc(Br)c1,9
Cc1nc(-c2cccc(F)c2)sc1CCNC(=O)c1cccs1,-19
O=C(NCCC(O)c1ccco1)C(=O)NCc1ccccc1Cl (configuration not stated),2
CSC[C@@](C)(O)CNC(=O)c1csc(-c2ccccc2)n1,3
CC(=O)c1ccc(NN=C(C(N)=O)C2=NC(C)(C)Cc3ccccc32)cc1,50*
Cc1ccccc1N1C(=O)N(c2cccc(Br)c2)C2CS(=O)(=O)CC21 (configuration not stated),-12&1
Fc1ccccc1CSc1ccc(-n2cccn2)nn1,-16
CC(=O)NC(O)C(=O)c1cccs1 (configuration not stated),1
O=C(NN=Cc1ccc(Cl)cc1Cl)c1sccc1-n1cccc1,10
COC(=O)c1cc(-c2ccco2)on1,-13

# Grouped by structure, the entries above with a furan ring, fused or not
SMILES,SSB-PriA inh
Cc1ccc(NC(=O)CSc2nnc(NC(=O)c3ccco3)s2)c(C)c1,5
O=C(CSC1=NS(=O)(=O)c2ccccc2N1)NCc1ccco1,-3
N#C/C(=C\c1ccc(-c2ccc([N+](=O)[O-])cc2)o1)C(=O)NCc1ccco1,-1
CCOc1cccc(C(O)=C2C(=O)C(=O)N(CCOC)C2c2ccc(C)o2)c1 (configuration not stated),0
COc1cccc(C(=O)NCC2CCN(Cc3ccco3)CC2)c1,-6
COc1ccccc1-n1c(C[C@H]2CCCN(C(=O)c3ccco3)C2)n[nH]c1=O,0
O=C(c1ccccc1C(F)(F)F)N1CCN(Cc2nc(-c3ccco3)cs2)CC1,7
Cc1ccc2c(CC(=O)NCc3ccco3)cc(=O)oc2c1,-5
COc1cc(OC)cc(C(=O)NN=Cc2ccoc2)c1,-13
O=C(NN=Cc1ccc(Br)o1)c1ccc2c(c1)OCCO2,10
O=C(c1ccco1)N1CCc2ccc(NS(=O)(=O)CCc3ccccc3)cc2C1,9
O=C(NCCC(O)c1ccco1)C(=O)NCc1ccccc1Cl (configuration not stated),2
COC(=O)c1cc(-c2ccco2)on1,-13

# More entries follow.
SMILES,SSB-PriA inh
CCOC(=O)Nc1cccc(N2CCCCC2=O)c1,-6
O=C(NN=Cc1cnc(N2CCOCC2)s1)c1ccccc1,-1
Cc1cc(C(=O)O)c(-n2cccc2)s1,1
N#CC(=NNc1cccc2ccccc12)c1nnc2n1CCCCC2,-5
COc1ccc(S(=O)(=O)CCCC(=O)Nc2ccc(-c3nc4ccccc4o3)cc2)cc1,0
Cc1nc(NC(=O)COc2ccccc2)sc1Cc1ccccc1,0
CC(C)(C)c1ccc(NN=C(C#N)S(=O)(=O)C(C)(C)C)cc1,-15
